Screens from PubChem BioAssay.
aSyn yeast rescue: alpha-synuclein toxicity suppression in yeast. 94,000 compounds, 0.02% hits. S. cerevisiae alpha-synuclein toxicity rescue, BacTiter-Glo growth, 24 h. AID 1347070. Potency, µM (doses to about 46.1 µM), without a hit: at the top dose growth rescue (activation), hits mostly activators; active = well fitted activation curve with a large enough effect; inconclusive = small, poorly fitted or top-dose-only effect; note: 0% is about no effect
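Growth restoration measured by BacTiter-Glo luminescence after 24 hr at 30 deg C; alpha-synuclein yeast, raffinose-pregrown to mid-log, were added at OD600=0.02 in galactose medium onto pinned compounds.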
An asterisk follows results filed as active; ? = inconclusive; [ ] = remark or other dose. Potency is the fitted concentration of half-maximal effect.

SMILES | aSyn yeast rescue
O=S(=O)(Nc1cccc(Cl)c1)c1ccc2[nH]c3c(c2c1)CCCCCC3 | -41%[inhibitor]
Cc1cc(NC(=O)CCN2C(=O)/C(=C\c3ccccc3)SC2=S)no1 | -40%[inhibitor]
Cc1ccc(C)c(NS(=O)(=O)c2cc3c(cc2C)n(C)c(=O)c(=O)n3C)c1 | -4%
CCOc1ccccc1-c1noc(CCC(=O)NC2CCCCC2)n1 | 14%
COC(=O)c1cc(NC(=O)CCc2c(C)nc3cc(-c4ccccc4)nn3c2C)cc(C(=O)OC)c1 | -5%
Cc1cc(C)c(Cn2c3ccccc3c3cnn(CC(=O)NC4CCCCCC4)c(=O)c32)c(C)c1 | -6%
C[C@H]1CN([C@@H](C)CO)C(=O)CCCn2nncc2CO[C@@H]1CN(C)Cc1ccncc1 | 8%
CCN(CC)S(=O)(=O)c1ccc(N/N=C(\C)c2ccc3c(c2)OCO3)c([N+](=O)[O-])c1 | -13%
CCOC(=O)c1cccc(-n2nnc3c(sc4nc(C)c(Br)c(C)c43)c2=O)c1 | -12%
COc1ccc(NC(=O)c2cc(S(=O)(=O)N3CCCC3)ccc2OC)cc1 | -7%
COCCCNC(=O)C(=O)NCC(c1ccc2c(c1)OCO2)N1CCOCC1 (stereo unspecified) | -6%
Cc1ccc(NCc2cccn2-c2nnc(N3CCCCCC3)s2)cc1 | 12%
Oc1ccccc1Nc1nc2ccccc2n2nnnc12 | -11%
COc1cc(C(c2sc3nc(C)nn3c2O)N2CCc3ccccc3C2)cc(OC)c1OC (stereo unspecified) | 0%
COc1ccc(N(C)S(=O)(=O)c2ccc3c(c2)CCN3C(=O)CCC(=O)O)cc1 | 1%
COC(=O)c1ccc(CSc2nc3c([nH]c4ccccc43)c(=O)n2-c2ccc(Cl)cc2)o1 | -3%
CCCCNc1nc2c(c(=O)[nH]c(=O)n2C)n1CCCc1ccccc1 | 0%
COc1cccc(-c2cc(C(F)(F)F)nc(NCCc3ccc(OC)c(OC)c3)n2)c1 | 14%
CCOC(=O)N1CCN(C(=S)NC(=O)c2ccnn2C)CC1 | -4%
Cc1cc(NC(=O)Nc2nc3c(s2)CCCCCC3)ccc1Br | -4%
Cc1ccc(Cn2c(=O)n(Cc3ccco3)c(=O)c3sc4ccccc4c32)cc1 | -4%
COc1ccccc1NC(=O)C(=O)NNS(=O)(=O)c1ccc2ccccc2c1 | 1%
O=C(CSc1nc2c(c(=O)[nH]1)CCCC2)Nc1ccc(Br)cc1 | -12%
CC(=O)N1C(C(=O)O)CSC1c1ccc(C)cc1 (stereo unspecified) | -14%
CC(C)(C)N(Cc1ccccc1)C(=O)COC(=O)Cn1[nH]c(=O)c2ccccc2c1=O | 4%
CC(=Nc1cc(C(=O)c2ccccc2)ccc1N)C1=C(O)CC(C)(C)CC1=O | -9%
O=C(CSc1nc(-c2cccs2)nc2cc(=O)[nH]n12)Nc1ccccc1Cl | 6%
CSc1ncc(Cl)c(C(=O)Nc2ccc(S(=O)(=O)Nc3nccc(C)n3)cc2)n1 | 1%
CSc1cccc(N2C(=O)C3CCCN3C2=S)c1 (stereo unspecified) | 6%
COc1ccc(NC(=O)C(NS(=O)(=O)c2cccc3nsnc23)C(C)C)cc1OC (stereo unspecified) | 3%
Cc1cccc(CN(C)C[C@@H]2OCc3cnnn3CCCC(=O)N([C@H](C)CO)C[C@H]2C)c1 | -6%
COc1ccc(OCc2ccc(-c3nc(C#N)c(N4CCCCC4)o3)o2)cc1 | 7%
NS(=O)(=O)c1ccc(CCNC(=O)c2cc([N+](=O)[O-])ccc2N2CCCCC2)cc1 | -2%
Cc1cccc2cc(COC(=O)c3cccs3)c(=O)[nH]c12 | -2%
C=CCN(C(=O)CSc1nnnn1C)c1nc(-c2ccccc2)cs1 | -4%
O=C(NC1CCCC1)C1CC(=O)N(c2ccc(F)cc2)C1 (stereo unspecified) | 5%
Cc1cc(=O)oc2cc(OCC(=O)OCC(=O)Nc3c(C)n(C)n(-c4ccccc4)c3=O)ccc12 | -23%
CCOc1ccc(N(CC)C(=O)c2nn(-c3ccc(OC)cc3)c(=O)c3c2c2ccccc2n3C)cc1 | 1%
COc1ccc(CN(C(=O)COc2ccccc2OC)C2CCS(=O)(=O)C2)cc1 (stereo unspecified) | 0%
CC(=O)Nc1ccc(NC(=O)c2nc(SCc3ccccc3C)ncc2Cl)cc1 | 5%
COC(=O)c1cc([N+](=O)[O-])c(C)c(C)n1 | -5%
O=C(c1cc2ccccc2s1)N1CCOCC1 | -7%
COCC(C)NC(=O)C1=CC(c2ccc3c(c2)OCO3)=NS(=O)(=O)N1C (stereo unspecified) | -1%
Cc1ccc(-n2c(=O)c3ccccc3n(CC(=O)Nc3cccc(C(F)(F)F)c3)c2=O)cc1 | 6%
CCn1c(=O)c2sccc2n2c(CCC(=O)N3CCN(c4ccccc4OC)CC3)nnc12 | -10%
CCOc1cc(C2c3c(oc4ccc(F)cc4c3=O)C(=O)N2Cc2ccco2)ccc1O (stereo unspecified) | -10%
CCN1CCN(c2cc(C)c3cc(NC(=O)/C=C/c4cccc(OC)c4OC)ccc3n2)CC1 | -9%
CCC(Sc1nc2ccccc2o1)C(=O)Nc1nnc(C)s1 (stereo unspecified) | 8%
COc1ccc(C)cc1NC(=O)c1noc2c1CSc1ccccc1-2 | -1%
CC(C)CCNc1ncnc2c1cnn2-c1cccc(Cl)c1 | 4%
O=Cc1cccnc1SCc1ccccc1 | -17%
Cc1ccc(N(C)C(=O)c2noc3c2CCCCC3)cc1C | -3%
CC1CCCCN1C(=O)c1cc(-c2ccc3c(c2)OCO3)on1 (stereo unspecified) | 1%
CNC(=O)c1cccc(-n2c(C)nc3cccnc32)c1C | -7%
COc1ccc(NC(=O)c2ccc3c(c2)sc2nc(-c4ccc(OC)cc4)cn23)cc1 | -2%
COC(=O)c1c(NC(=O)COc2cc(C)c(Cl)c(C)c2)sc2c1CCCC2 | 0%
CN(CC(=O)Nc1ccc(F)c(F)c1F)C(=O)C1CCC1 | -2%
Cc1ccc(-c2nc(-c3ccccn3)sc2CC(=O)O)cc1 | 2%
O=C(COC(=O)c1cc(Br)ccc1O)NNC(=O)c1ccc([N+](=O)[O-])cc1 | 1%
O=C(COC(=O)c1ccccc1-n1cnnn1)c1ccc(F)cc1 | -1%
Next section:
SMILES | aSyn yeast rescue
CN(C)c1cccc(C(=O)Nc2nc3ccccc3[nH]2)c1 | -26%
CCOCCCNC(=O)COC(=O)/C=C/c1ccc(S(=O)(=O)N2CCc3ccccc32)cc1 | 11%
CCOc1ccccc1NC(=O)CSc1nc2c(c(=O)n(C)c(=O)n2C)n1C | 13%
Cc1ccc(-c2nnc3c4ccccc4c(-c4ccccc4)nn23)cc1 | -3%
Clc1ccc(NN(Cc2ccncc2)c2ccc(Cl)cc2)cc1 | -24%
COc1ccccc1N(C)S(=O)(=O)c1ccc(C(=O)Nc2nnc(C)s2)cc1 | 3%
COc1cc(OC)c(C(=O)OCC(=O)Nc2cc(C)on2)cc1OC | -2%
CCCOc1ccc(OC(=O)c2ccc(-c3ccc(CCC)cn3)cc2)cc1 | 2%
Cc1ccccc1CSc1nnc2[nH]c(=O)cc(C)n12 | 2%
O=C(NCCc1ccccc1)C(=O)NCC(c1ccc2c(c1)OCO2)N1CCOCC1 (stereo unspecified) | 1%
NS(=O)(=O)c1ccc(N=Nc2c(O)[nH]c3ccc(Br)cc23)cc1 | -3%
CN(Cc1ccccc1)C(=O)C1CCCN1S(=O)(=O)c1ccc2c(c1)n(C)c(=O)c(=O)n2C (stereo unspecified) | 2%
O=c1oc2ccc3ccccc3c2cc1-c1nnc(Nc2ccccc2F)s1 | 4%
CCN(CC)CCNC(=O)C(=O)NCC(c1ccc2c(c1)OCO2)N1CCOCC1 (stereo unspecified) | -2%
CCOC(=O)C1=C(CN2CCN(c3ccc(C)cc3C)CC2)NC(=O)NC1c1ccc(OC)cc1 (stereo unspecified) | 1%
CCCCCn1c(=O)[nH]c2cc(C(=O)N3CCN(c4cccc(OC)c4)CC3)ccc2c1=O | 2%
CC1CCN(c2c([N+](=O)[O-])c(=O)oc3ccccc23)CC1 | 19%
Cc1ccccc1CSCc1ccc(C(=O)NCCc2ccccc2)o1 | 4%
Cc1c(C(=O)/C=C/c2ccccc2F)c2cc(O)ccc2n1C | 4%
COc1ccc(CNC(=O)C2CCN(S(=O)(=O)c3ccc(C)cc3)CC2)cc1 | -9%

Shown with each value named: part of the list above
COc1ccc(NC(=O)c2cc(S(=O)(=O)N3CCCC3)ccc2OC)cc1
  aSyn yeast rescue = -7%
COCCCNC(=O)C(=O)NCC(c1ccc2c(c1)OCO2)N1CCOCC1 (stereo unspecified)
  aSyn yeast rescue = -6%
Cc1ccc(NCc2cccn2-c2nnc(N3CCCCCC3)s2)cc1
  aSyn yeast rescue = 12%
Oc1ccccc1Nc1nc2ccccc2n2nnnc12
  aSyn yeast rescue = -11%

Going on with the list:
SMILES | aSyn yeast rescue
CCc1nn(CC(=O)Nc2cc(C)cc(C)c2)c(=O)c2cc3sccc3n12 | 6%
CCN(CC)S(=O)(=O)c1ccc2oc(C(=O)NC3CC3)c(C)c2c1 | -2%
COCCN(CCNC(=O)c1ccc(NC2=NC3CS(=O)(=O)CC3S2)cc1)Cc1ccco1 (stereo unspecified) | 9%
CCCCN1CCCc2cc(CN(CCCN3CCOCC3)C(=O)Nc3ccc(OCC)cc3)ccc21 | 1%
O=C(COC(=O)CCc1nc2ccccc2c(=O)[nH]1)Nc1ccc(N2CCOCC2)cc1 | -8%
CCN(C(=S)NC(=O)C1CCCC1)C1CCCCC1 | 0%
CCCCNC(=O)c1nn2cc(Br)cnc2c1Br | -9%
COc1ccccc1CNC(=O)CSc1ncc(S(=O)(=O)c2ccc(C)c(Cl)c2)c(=O)[nH]1 | 2%
CC(C)Nc1ccc(-c2nc(-c3ccccn3)no2)cc1[N+](=O)[O-] | -1%
CCCN(CCC)CCCNC(=O)c1cc2c(=O)n(C)c3ccccc3c2s1 | ?
CC(=O)NCCCc1nc2ccccc2n1Cc1c(F)cccc1Cl | -5%
Cc1cccc(N2C(=O)CS(=O)(=O)C23C(=O)N(C)c2ccccc23)c1 (stereo unspecified) | 4%
O=C(Nc1sc2c(c1C(=O)NCc1ccccc1)CCCC2)c1cc(=O)c2ccccc2o1 | -16%
Cc1ccc(NC(=O)Cn2cc(C(=O)C3CCCCC3)c3ccccc32)cc1 | -4%
Cc1ccc(C(=O)Oc2ccc(/C=C3\C(=N)N4N=C(N5CCOCC5)SC4=NC3=O)cc2)cc1 | 0%
Cc1cc(C(=O)Nc2ccc3ccccc3c2)c(C)o1 | -3%
O=S(=O)(NC1CC1)c1ccc(Cl)cc1F | 4%
Cc1ccc(NC(=O)/C(C#N)=C\c2ccc(-c3ccc(Cl)cc3)o2)c(C)c1 | 0%
CCS(=O)(=O)C1C(=O)N(C)C(S(=O)(=O)CC)C(=O)N1C (stereo unspecified) | -4%
CCOC(=O)c1c(C)sc(-c2c(-c3ccc(OC)c(F)c3)[nH]c3[nH]c(=O)[nH]c(=O)c23)c1O | 5%

Brought forward from above: two entries, then new ones.
SMILES | aSyn yeast rescue
CCS(=O)(=O)C1C(=O)N(C)C(S(=O)(=O)CC)C(=O)N1C (stereo unspecified) | -4%
CCOC(=O)c1c(C)sc(-c2c(-c3ccc(OC)c(F)c3)[nH]c3[nH]c(=O)[nH]c(=O)c23)c1O | 5%
CCC(=O)Nc1ccccc1-c1nc2ccccc2n(C(CC)C(=O)Nc2cccc(Cl)c2)c1=O (stereo unspecified) | 0%
NNC(=O)c1cc(O)c(O)c(O)c1 | -1%
C/C(=N\Nc1nc2ccccc2nc1C)c1ccccc1O | -8%
Cc1c(CCC(=O)O)c(=O)oc2cc(OCc3cccc(F)c3)ccc12 | 10%
COc1ccc(-n2ncc(C(=O)N3CCN(Cc4ccccc4)CC3)c2C2CCN(C(=O)OC(C)(C)C)CC2)cc1 | 6%
CC(=O)Nc1ccc(Oc2cncc(Cl)c2)nc1 | 1%
CCN(CC)CCCNC(=O)c1cn(CC)c2ccc(S(=O)(=O)N3CCc4ccccc4C3)cc2c1=O | -7%
Cc1nn(-c2ccccc2)nc1C(=O)Nc1cccc(C(=O)NC2CC2)c1 | 5%
CC(C(=O)NCc1ccccc1Cl)N1C(=O)c2ccccc2C1=O (stereo unspecified) | 0%
COc1ccc(S(=O)(=O)N2CCCC(C(=O)NCc3ccccc3)C2)cc1 (stereo unspecified) | -3%
COc1ccc(-c2csc(Cc3nc(O)cs3)n2)cc1 | -2%
COc1ccc(OCCn2nnc3sc4c(c3c2=O)CCCC4)cc1 | 9%
CN(C)C1(CN=Cc2cc(Cl)cc([N+](=O)[O-])c2O)CCCCC1 | -71%[inhibitor]
CC(=O)N1CCc2cc(Br)cc(S(=O)(=O)CCC(=O)NCCc3ccc(Cl)cc3)c21 | 5%
CCn1c(CC2C(=O)N(C)c3ccccc32)nc2ccccc2c1=O (stereo unspecified) | 1%
Cc1ccc(Cn2c3ccccc3c3cnn(CC(=O)Nc4cc(Cl)ccc4C)c(=O)c32)cc1 | 3%
CCCOC(=O)c1cccc(NC(=O)CSc2nnc3cc(C)c4ccccc4n23)c1 | 0%

A run of entries from the list above, for reference:
SMILES | aSyn yeast rescue
Cc1ccc(Cn2c3ccccc3c3cnn(CC(=O)Nc4cc(Cl)ccc4C)c(=O)c32)cc1 | 3%
CCCOC(=O)c1cccc(NC(=O)CSc2nnc3cc(C)c4ccccc4n23)c1 | 0%

Another view of 5 compounds above.
canonical_smiles	aSyn yeast rescue
CCN(C(=S)NC(=O)C1CCCC1)C1CCCCC1	0%
CCCCNC(=O)c1nn2cc(Br)cnc2c1Br	-9%
COc1ccccc1CNC(=O)CSc1ncc(S(=O)(=O)c2ccc(C)c(Cl)c2)c(=O)[nH]1	2%
CC(C)Nc1ccc(-c2nc(-c3ccccn3)no2)cc1[N+](=O)[O-]	-1%
CCCN(CCC)CCCNC(=O)c1cc2c(=O)n(C)c3ccccc3c2s1	?

Not all compounds are listed. The share of hits here may be higher or lower than overall.
